PAFAH1B3 FP inh – PAFAH1B3 (human) inhibition; 0.28% of 340,000 active; AID 492972; recombinant PAFAH1B3, FP-rhodamine probe, fluorescence polarization; Q15102; inhibition, % at 3.39 µM;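 active = inhibition above the screen-wide average of all tested compounds plus 3 SD, cut at about 25% in these data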;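 also: 0% = enzyme with DMSO only and 100% = wells lacking PAFAH1B3 protein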
PAFAH1B2 inh – PAFAH1B2 (human) inhibition; P68402; recombinant PAFAH1B2, FP-rhodamine activity probe, fluorescence polarization; inhibition, % at 3.39 µM; 1.2% of 340,000 active; AID 492953;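 active = inhibition above the mean of all tested compounds plus 3 SD, cut at about 24% in these data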;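 also: 0% = enzyme with DMSO and 100% = wells lacking PAFAH1B2; many of its hits are not listed in these tables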
PAFAH2 FP inh – inhibitors of human PAFAH2. inhibition, % at 3.39 µM. 0.99% of 340,000 active. Q99487. recombinant PAFAH2, FP-rhodamine activity probe, fluorescence polarization;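 active = inhibition above the mean over all tested compounds plus 3 SD, cut at about 30% in these data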;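 also: inhibitors block probe labeling of enzyme so polarization drops; 0% = enzyme with DMSO and 100% = wells lacking PAFAH2 protein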
LYPLA1 counter – blocks human lysophospholipase 1, a PME1 counter-screen; O75608; recombinant LYPLA1, FP-Rh probe fluorescence polarization; inhibition, % at 5.9 µM; 0.16% of 320,000 active;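 active = inhibition above the mean of all tested compounds plus 3 SD, set per campaign, cut at about 14% in these data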;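 also: inhibitors block serine hydrolase probe labeling of LYPLA1 so polarization falls; 0% = enzyme with DMSO and 100% = wells lacking LYPLA1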
EBNA-1 inhibitor – blocks EBNA-1 binding to DNA. inhibition, % at 14.8 µM. EBNA-1 DNA binding, fluorescence polarization. 0.34% of 300,000 active. AID 1950; in the data active = inhibition above about 28%
PREPL inhibitor – inhibitors of human prolyl oligopeptidase-like enzyme PREPL | 0.68% of 320,000 active | AID 2751 | Q4J6C6 | recombinant PREPL, fluorescence polarization activity-based probe | inhibition, % at 5.96 µM; in the data active = inhibition above about 43%;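 also: 0% = enzyme with DMSO and 100% = wells lacking enzyme; many of its hits are not listed in these tables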
ZTA DNA inh – blocks Epstein-Barr virus ZTA, an EBNA-1 counter-screen. P03206. ZTA-DNA binding, fluorescence polarization. inhibition, % at 11 µM. 0.15% of 320,000 active. AID 2234; in the data active = inhibition above about 33%
Target sequence (P03206 whole entry, looked up): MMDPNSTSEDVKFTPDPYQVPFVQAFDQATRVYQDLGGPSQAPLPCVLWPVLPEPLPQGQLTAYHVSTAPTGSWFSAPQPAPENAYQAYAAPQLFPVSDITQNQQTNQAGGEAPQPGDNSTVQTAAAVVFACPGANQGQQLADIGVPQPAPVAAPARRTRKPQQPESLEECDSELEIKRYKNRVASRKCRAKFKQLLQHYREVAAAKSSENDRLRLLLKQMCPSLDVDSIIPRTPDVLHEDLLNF
LYPLA2 inh – blocks human lysophospholipase 2, a PME1 counter-screen; O95372; recombinant LYPLA2, FP-Rh probe fluorescence polarization; inhibition, % at 5.9 µM; 0.38% of 320,000 active;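 active = inhibition above the screen-wide mean plus 3 SD, limit set per campaign, cut at about 26% in these data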;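 also: 0% = LYPLA2 with DMSO and 100% = wells lacking LYPLA2 enzyme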
Target sequence (O95372 whole entry, looked up): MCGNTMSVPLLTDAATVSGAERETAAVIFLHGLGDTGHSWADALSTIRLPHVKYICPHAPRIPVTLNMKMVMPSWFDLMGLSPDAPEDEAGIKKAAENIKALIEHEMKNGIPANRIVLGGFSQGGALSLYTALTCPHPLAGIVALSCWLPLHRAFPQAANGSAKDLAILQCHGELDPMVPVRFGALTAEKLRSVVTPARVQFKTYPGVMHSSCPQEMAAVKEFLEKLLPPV
pPAFAH inh – inhibitors of human plasma PAF acetylhydrolase (pPAFAH) | 1.5% of 330,000 active | recombinant pPAFAH, FP-rhodamine probe fluorescence polarization | inhibition, % at 3.39 µM;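 active = inhibition above the mean inhibition across the screen plus 3 SD, cut at about 25% in these data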;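 also: inhibitors block binding of the rhodamine activity-based probe so polarization drops; 0% = enzyme with DMSO and 100% = wells lacking pPAFAH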
Target sequence (Q13093 whole entry, looked up): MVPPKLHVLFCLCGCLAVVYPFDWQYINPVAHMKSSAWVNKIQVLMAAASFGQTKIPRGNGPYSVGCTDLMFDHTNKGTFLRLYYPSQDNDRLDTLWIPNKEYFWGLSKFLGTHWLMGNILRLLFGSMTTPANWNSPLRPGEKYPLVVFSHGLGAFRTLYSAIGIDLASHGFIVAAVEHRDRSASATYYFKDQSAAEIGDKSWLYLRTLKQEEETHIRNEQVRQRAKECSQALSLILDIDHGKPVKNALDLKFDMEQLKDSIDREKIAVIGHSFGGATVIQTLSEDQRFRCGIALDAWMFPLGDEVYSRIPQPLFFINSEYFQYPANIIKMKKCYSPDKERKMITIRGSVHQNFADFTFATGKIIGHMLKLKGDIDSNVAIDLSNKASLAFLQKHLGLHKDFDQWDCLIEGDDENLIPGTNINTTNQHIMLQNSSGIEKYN
The depositor's hits bear a star; nt = not tested or not shown. Some of the compounds tested; rates above refer to the full screens.

#	Compound	PAFAH1B3 FP inh	PAFAH1B2 inh	PAFAH2 FP inh	LYPLA1 counter	EBNA-1 inhibitor
1	COC(=O)C1CCN(C(=O)COC(=O)c2cc(-c3cccs3)nn2-c2ccccc2)CC1	1	1	0	1	13
2	COc1ccc(Cl)cc1NC(=O)c1cc(S(=O)(=O)N2CCCC2)cn1C	11	2	8	0	8
3	CCC(C(=O)OC)n1c(-c2ccccc2)nc2ccccc2c1=O (stereo not given)	0	-2	3	1	-2
4	COC1c2ccccc2C(=O)N1CCc1ccc(Cl)cc1 (stereo not given)	4	12	-9	1	4
5	COc1ccc(N2CCN(CC(=O)Nc3cc(C)on3)CC2)cc1	-5	2	5	0	-8
6	CCOc1ccc(C2C(C(=O)C3CC3)N3C=C(C#N)C=CC3C2(C#N)C#N)cc1 (stereo not given)	nt	nt	nt	-6	0
7	O=C(O)C(c1ccccc1)C1(O)CCCCC1 (stereo not given)	6	-1	-6	0	5
8	O=C1CC(c2ccccc2)CC(O)=C1C=NCc1ccccc1Cl (stereo not given)	8	8	9	-1	2
9	N/C(=N\NS(=O)(=O)c1ccccc1)c1ccccn1	8	1	3	-3	0
10	CC1(C)CC(=O)c2cc(OCC(=O)NCCCN3CCN(c4ccc(F)cc4)CC3)ccc2O1	-3	2	-5	3	-12
11	CC(=O)NC(NC(=S)Nc1ccccc1Br)C(Cl)(Cl)Cl (stereo not given)	-4	-1	4	-4	-6
12	O=c1c(Cl)c(NCCO)ncn1-c1ccccc1	-2	0	-8	-1	1
13	Cc1c[n+]([O-])n(-c2ccc(C(=O)O)cc2)n1	-1	1	0	-1	2
14	COc1ccc(C(C[N+](=O)[O-])C2(c3ccc(OC)c(OC)c3)C(=O)c3ccccc3C2=O)cc1 (stereo not given)	9	1	0	0	0
15	O=c1[nH]c(Cc2ccccc2Cl)nc2ccccc12	-3	4	16	0	-1

#	PREPL inhibitor	ZTA DNA inh	LYPLA2 inh	pPAFAH inh
1	-2	4	6	2
2	4	5	-4	3
3	-4	-19	-2	0
4	1	-11	-1	5
5	4	-9	0	-1
6	3	-6	-18	19
7	-2	9	2	0
8	9	8	0	1
9	6	3	-8	-7
10	11	-12	4	11
11	-1	-14	-5	2
12	11	-3	3	-3
13	1	2	1	-5
14	-12	3	1	3
15	-8	2	2	1

Some of the entries above in another layout:
nr | SMILES | PAFAH1B3 FP inh | PAFAH1B2 inh | PAFAH2 FP inh | LYPLA1 counter | EBNA-1 inhibitor | PREPL inhibitor | ZTA DNA inh | LYPLA2 inh | pPAFAH inh
1 | COC(=O)C1CCN(C(=O)COC(=O)c2cc(-c3cccs3)nn2-c2ccccc2)CC1 | 1 | 1 | 0 | 1 | 13 | -2 | 4 | 6 | 2
2 | COc1ccc(Cl)cc1NC(=O)c1cc(S(=O)(=O)N2CCCC2)cn1C | 11 | 2 | 8 | 0 | 8 | 4 | 5 | -4 | 3
3 | CCC(C(=O)OC)n1c(-c2ccccc2)nc2ccccc2c1=O (stereo not given) | 0 | -2 | 3 | 1 | -2 | -4 | -19 | -2 | 0

Back to the main list with the 3 entries that preceded the break.
#	Compound	PAFAH1B3 FP inh	PAFAH1B2 inh	PAFAH2 FP inh	LYPLA1 counter	EBNA-1 inhibitor
13	Cc1c[n+]([O-])n(-c2ccc(C(=O)O)cc2)n1	-1	1	0	-1	2
14	COc1ccc(C(C[N+](=O)[O-])C2(c3ccc(OC)c(OC)c3)C(=O)c3ccccc3C2=O)cc1 (stereo not given)	9	1	0	0	0
15	O=c1[nH]c(Cc2ccccc2Cl)nc2ccccc12	-3	4	16	0	-1
16	Cc1cc(=O)oc2cc(OCc3nnc(-c4ccccc4Br)o3)ccc12	6	3	-3	-8	-1
17	COC(=O)c1cc(N2C(=O)C3C4C=CC(CC4)C3C2=O)ccc1Cl (stereo not given)	1	2	-7	-1	4
18	Cc1ccc(NC(=S)/N=C(\N)Nc2nc(C)c3cc(C)c(C)cc3n2)cc1C	2	-2	6	-4	8
19	CCOC(=O)C1CCN(C(=O)COc2ccc3c(C)cc(=O)oc3c2)CC1	9	-1	0	-1	-13
20	Nn1c(SCc2ccccc2F)nnc1-c1ccccn1	nt	nt	nt	-2	-14
21	Cc1cc(OCC(=O)N2CCN(c3ncccn3)CC2)ccc1Cl	6	7	1	-2	8
22	CCOc1ccc2nc(NC(=O)c3ccc(C)o3)sc2c1	6	-4	2	3	-2
23	N#CCCN(C(=O)COC(=O)c1cccc(S(=O)(=O)N2CCCC2)c1)c1ccc(F)cc1	8	1	4	2	-8
24	COC(=O)C(Cc1ccc(OC(=O)c2ccc(Cl)cc2)cc1)N1Cc2ccccc2C1=O (stereo not given)	1	-1	6	-3	9
25	CNC(=O)/C=C1\NC(C)(C)Cc2ccccc21	0	9	-3	0	-11
26	Cc1cc2nc(-c3ccc(SCC(=O)N4CCc5ccccc54)nc3)[nH]c2cc1C	-5	2	-7	-6	-12
27	C=CCC[C@@H](Cc1ccc(F)cc1)C(=O)OC[C@@H](NC(=O)[C@@H](CC=C)CC(=O)N(CCO)Cc1ccccc1)c1ccccc1	4	1	-1	nt	nt
28	CCc1nc(Nc2ccccc2)c2oc3ccccc3c2n1	-2	5	-7	1	-2
29	COc1ccc(NC(=O)CN(C)C(=O)Cc2c(C)nc3ccccc3c2C)cc1	1	-1	3	-1	11
30	COc1cccc(-c2csc(N3CCN(Cc4ccccc4)CC3)n2)c1	10	2	1	1	-1

#	PREPL inhibitor	ZTA DNA inh	LYPLA2 inh	pPAFAH inh
13	1	2	1	-5
14	-12	3	1	3
15	-8	2	2	1
16	3	-6	4	-2
17	-2	7	2	6
18	-1	5	-10	13
19	6	12	-9	-3
20	-2	0	-2	-2
21	-6	-9	0	6
22	6	1	0	0
23	2	-4	6	4
24	26	0	-1	5
25	11	-3	1	1
26	12	16	-7	2
27	7	nt	nt	14
28	-2	-16	-2	0
29	-5	-2	-1	27*
30	13	4	4	5

Single values from the entries so far:
PAFAH2 FP inh with #26 = -7
PAFAH1B3 FP inh with #23 = 8
ZTA DNA inh with #16 = -6
PAFAH1B2 inh with #21 = 7
PAFAH2 FP inh with #30 = 1
EBNA-1 inhibitor with #17 = 4

(continued)
#	Compound	PAFAH1B3 FP inh	PAFAH1B2 inh	PAFAH2 FP inh	LYPLA1 counter	EBNA-1 inhibitor
31	COc1ccc(NC(=O)c2cc(-c3ccc4c(c3)OCO4)on2)cc1OC	4	4	-2	-2	-17
32	O=C(CN1CCN(Cc2ccccc2)CC1)N1CCCc2c1c(=O)oc1ccc(O)cc21	1	4	-2	-2	0
33	CCN(CC)C(=O)c1ccccc1NC(=O)CN1C(=O)c2ccccc2C1=O	7	1	-2	0	6
34	CCCc1c(O)nc(SCC(=O)NCCc2ccc(OC)c(OC)c2)[nH]c1=O	-2	5	-5	4	6
35	CCn1c(SCC(=O)N2CCCC2)nnc1-c1ccc(N)cc1	5	-3	-3	0	2
36	O=C(COc1ccc(Br)cc1)Nc1nnc(C2CC2)s1	-8	-10	7	4	nt
37	CN(C)C(CNS(=O)(=O)c1ccc(Cl)cc1)c1cccnc1 (stereo not given)	-8	9	-3	0	7
38	CC(CCc1ccccc1)NC(=O)CCCCCNc1nc(=S)[nH]c2ccccc12 (stereo not given)	nt	nt	nt	-4	6
39	Cc1cc(N2CCN(C)CC2)nc2ccc(NC(=O)CCC(=O)NCCC(C)C)cc12	4	5	-1	-2	-8
40	O=C(NCc1ccccc1)C1CCCN1S(=O)(=O)c1cccc2cccnc12 (stereo not given)	4	-1	0	2	-2
41	CCOC(=O)C1=C(COC(=O)c2cccc(Br)c2)NC(=O)NC1C (stereo not given)	1	-1	0	-5	-1
42	COC(=O)c1cc(Br)c(=O)n(CCN(C(C)C)C(C)C)c1	3	4	-4	0	10
43	O=S(=O)(NCCc1ccncc1)c1ccc(Br)cc1	0	16	1	0	5
44	CC1CN(C(C)C(=O)NNC(=O)c2ccc(F)cc2)CC(C)O1 (stereo not given)	10	2	2	nt	nt
45	Cc1nc(Cc2nnc(SCC(=O)N3CCN(c4ccc(O)cc4)CC3)o2)cs1	9	-2	3	1	nt

#	PREPL inhibitor	ZTA DNA inh	LYPLA2 inh	pPAFAH inh
31	6	7	-1	-2
32	-8	-5	-12	2
33	17	-16	0	-1
34	-14	10	2	1
35	8	-11	3	7
36	3	-1	1	5
37	-3	-3	-2	-1
38	-3	2	-2	6
39	-4	-3	-4	0
40	-5	-13	1	5
41	-15	8	3	-2
42	2	1	-4	3
43	22	6	8	-4
44	24	nt	nt	-1
45	10	17	-1	6

The results go on.
#	Compound	PAFAH1B3 FP inh	PAFAH1B2 inh	PAFAH2 FP inh	LYPLA1 counter	EBNA-1 inhibitor
46	Cc1cc(OCc2nc(-c3cccs3)no2)cc(C)c1Cl	-2	-2	0	0	5
47	O=C(CNC(=O)OCc1ccccc1)NCC(=O)N1CCCC1C(=O)OCc1ccccc1 (stereo not given)	7	4	-1	3	-13
48	COc1ccc(N(CC(=O)NCc2ccco2)S(C)(=O)=O)cc1	-7	-4	7	1	2
49	COc1ccc(-c2cc(C(=O)N/N=C/c3cccnc3)c3ccccc3n2)c(OC)c1	0	2	1	-4	2
50	O=C(Nc1nnc(SCc2ccccc2)s1)c1cc2c(s1)CCCC2	1	-2	1	2	18
51	Clc1cccc(OCCOCCN2CCNCC2)c1Cl	nt	nt	nt	0	7
52	Cc1cccc(/C=C(\C(=O)O)c2ccc(S(=O)(=O)N3CCCC3)s2)c1	-3	-2	4	nt	nt
53	CN(C(=O)c1cnccn1)c1nnc(-c2cnccn2)s1	8	7	4	0	0
54	O=c1c2c([nH]c3ccccc13)CCC2	6	6	-4	0	6
55	COc1ccc(-c2nn(C)c3sc(C(=O)NCc4ccco4)cc23)cc1OC	-25	-19	-42	-34	-7
56	Cc1ccc(OCC(=O)N2CCN(C3=NS(=O)(=O)c4ccccc43)CC2)cc1	-3	-4	-2	4	11
57	O=C(Nc1ccc(Cl)cn1)c1cc(S(=O)(=O)N2CCCCC2)ccc1Cl	3	6	-3	2	7
58	O=C(Nc1nnc(S(=O)(=O)N2CCCCC2)s1)c1ccccc1Br	2	5	4	-5	11
59	CC1CCC(NC(=O)CCN2C(=O)C3C4C=CC(C4)C3C2=O)CC1 (stereo not given)	9	1	-6	-3	7
60	COC(=O)[C@@](C)(O)C1(C(=O)SC(C)(C)C)CC1	13	-2	-13	-1	6
61	N#Cc1cccc(CS(=O)(=O)c2ccc(Cl)cc2)c1	7	10	-2	0	-17
62	Cc1cc(C)cc(NC(=O)c2cccc(NC(=O)c3ccco3)c2)c1	10	6	1	-10	4

#	PREPL inhibitor	ZTA DNA inh	LYPLA2 inh	pPAFAH inh
46	-2	-1	-1	2
47	20	-12	11	5
48	11	-10	1	-2
49	-3	12	0	-4
50	10	-9	7	6
51	29	-3	-1	-1
52	1	nt	nt	13
53	18	4	-1	1
54	12	5	2	2
55	13	1	-83	-31
56	0	2	5	3
57	-4	-12	3	-2
58	8	-9	1	1
59	-5	23	2	1
60	0	8	-5	2
61	-22	-10	-5	3
62	5	-3	-5	-5

Entries of single compounds, quoted from the list.
`Cc1cc(C)cc(NC(=O)c2cccc(NC(=O)c3ccco3)c2)c1` as listed: PAFAH1B3 FP inh = 10; PAFAH1B2 inh = 6; PAFAH2 FP inh = 1; LYPLA1 counter = -10; EBNA-1 inhibitor = 4; PREPL inhibitor = 5; ZTA DNA inh = -3; LYPLA2 inh = -5; pPAFAH inh = -5
`CC1CCC(NC(=O)CCN2C(=O)C3C4C=CC(C4)C3C2=O)CC1` (stereo not given) as listed: PAFAH1B3 FP inh = 9; PAFAH1B2 inh = 1; PAFAH2 FP inh = -6; LYPLA1 counter = -3; EBNA-1 inhibitor = 7; PREPL inhibitor = -5; ZTA DNA inh = 23; LYPLA2 inh = 2; pPAFAH inh = 1
